Compound activity as filed in PubChem.
hK5 inh = human KLK5 protease inhibitors, primary screen, biochemical, 1536-well | AID 873, 2007 | inhibition, % at 5 µM | 210,000 tested, 0.59% active | recombinant hK5, fluorogenic AMC substrate cleavage;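 active means inhibition of 40% or more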;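 further: 0% = enzyme controls without compound and 100% = no-enzyme blanks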
Target sequence (Q9Y337 67-293 limits assumed): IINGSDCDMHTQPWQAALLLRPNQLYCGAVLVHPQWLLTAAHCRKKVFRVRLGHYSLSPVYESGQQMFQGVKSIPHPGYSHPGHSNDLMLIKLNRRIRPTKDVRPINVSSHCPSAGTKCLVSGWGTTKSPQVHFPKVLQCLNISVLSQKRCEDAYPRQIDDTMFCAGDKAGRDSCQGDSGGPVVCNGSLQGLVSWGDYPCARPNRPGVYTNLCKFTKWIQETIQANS
Runt-SMMHC FRET = inhibitors of RUNX1 Runt–CBFb-SMMHC binding, primary screen, biochemical, FRET, Cerulean-Runt, Venus-CBFb-SMMHC, uHTS | Runt-related transcription factor 1 (Homo sapiens) + Core-binding factor subunit beta … | Cerulean-Runt/Venus-CBFb-SMMHC FRET ratio 530/480, 1 h | inhibition, % at 20 µM | 220,000 tested, 0.74% active;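 active means mean inhibition across duplicate retests at 20 µM reaching about 50%, limit read from the data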;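 further: 0% = DMSO wells and 100% = wells with excess untagged CBFb-SMMHC; inhibitors lower the FRET ratio by blocking Runt binding to CBFb-SMMHC; some results filed as inactive read as strong as hits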
FXIa inh 1536 = human FXIa protease inhibitors, primary screen, biochemical, 1536-well; inhibition, % at 5 µM; Coagulation factor XI (Homo sapiens), P03951; 220,000 tested, 0.14% active; purified FXIa, Boc-Glu-Ala-Arg-AMC fluorogenic substrate;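 active means inhibition of at least 40%; inactive means inhibition below 40%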;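 further: fluorescence of freed AMC excited at 355 nm; 0% = enzyme without compound and 100% = no enzyme blank; many of its hits are not listed in these tables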
Runt-CBFb FRET = inhibitors of RUNX1 Runt–CBFb binding, primary screen, biochemical, FRET, Cerulean-Runt, Venus-CBFb, uHTS; Cerulean-Runt/Venus-CBFb FRET ratio 530/480, 1 h; inhibition, % at 20 µM; Runt-related transcription factor 1 (Homo sapiens) + Core-binding factor subunit beta …; 220,000 tested, 0.46% active;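 active means inhibition over about 50% at 20 µM in the single-dose screen, limit read from the data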;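 further: 0% = DMSO wells and 100% = excess unlabeled CBFb competitor control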
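Schedule: protein complex preformed 1 h, compound exposure 1 h, room temperature, dark; test system: Cerulean-labeled Runt domain protein; amount: 100 nM per protein; buffer or medium: Tris 50 mM pH 7.5, KCl, K2SO4, 0.01% BSA; read-out: loss of energy transfer signal; detection: FRET fluorescence; controls: 5 µM unlabeled CBFb as full-inhibition high control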
14-3-3 Bad inh = inhibitors of 14-3-3 zeta/Bad binding, primary screen, biochemical, TR-FRET, bovine 14-3-3 zeta. 14-3-3 protein zeta/delta (Bos taurus), P63103. TR-FRET 14-3-3zeta/Dy647-pBad peptide displacement, 1 h. inhibition, % at 21.7 µM. 220,000 tested, 0.71% active;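 active means inhibition above about 70%, limit read from the data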;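 further: 0% = full 14-3-3 plus peptide FRET controls and 100% = background without 14-3-3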
FXIIa inh = human FXIIa protease inhibitors, primary screen, biochemical, 1536-well; Coagulation factor XII (Homo sapiens), P00748; purified FXIIa, Boc-QGR-AMC fluorogenic substrate, 2 h; inhibition, % at 5 µM; 220,000 tested, 0.3% active; AID 800, 2007; in the data active means inhibition above about 40%;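 further: 0% = enzyme with no compound and 100% = blank without enzyme; many of its hits are not listed in these tables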
Thrombin inh = human alpha-thrombin inhibitors, primary screen, counter-screen for coagulation protease inhibitor project, biochemical, 1536-well, fluorogenic AMC substrate; inhibition, % at 5 µM; Boc-VPR-AMC fluorogenic substrate cleavage; AID 1046, 2008; 220,000 tested, 0.26% active;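 active means inhibition at or above 40%; inactive means inhibition below 40%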;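 further: 0% = enzyme with no compound and 100% = wells without enzyme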
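signal = AMC fluorescence, 355/460 nm | material = human alpha-thrombin enzyme | control set = enzyme without compound as high, wells lacking enzyme as low | times = reaction at room temperature | read-out basis = percent inhibition scaled between no-compound controls and no-enzyme blanks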
Wee1 degr inh = Wee1 degradation inhibitors, primary screen, cell-based, HeLa, Wee1K328M-luciferase, luminescence; AID 1321, 2008; HeLa Luc-Wee1K328M stability; 100% = proteasome inhibitor MG132 effect; reporter increase, % at 5 µM; 220,000 tested, 1.2% active;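 active means activation above the mean of all tested compounds plus 3 SD, set per screening run, cut at about 8.8% in these data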;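 further: cells exposed to compound for 20 h before luminescence read; 0% = DMSO alone and 100% = MG132 at 30 µM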
Target sequence (P30291 whole entry K328M): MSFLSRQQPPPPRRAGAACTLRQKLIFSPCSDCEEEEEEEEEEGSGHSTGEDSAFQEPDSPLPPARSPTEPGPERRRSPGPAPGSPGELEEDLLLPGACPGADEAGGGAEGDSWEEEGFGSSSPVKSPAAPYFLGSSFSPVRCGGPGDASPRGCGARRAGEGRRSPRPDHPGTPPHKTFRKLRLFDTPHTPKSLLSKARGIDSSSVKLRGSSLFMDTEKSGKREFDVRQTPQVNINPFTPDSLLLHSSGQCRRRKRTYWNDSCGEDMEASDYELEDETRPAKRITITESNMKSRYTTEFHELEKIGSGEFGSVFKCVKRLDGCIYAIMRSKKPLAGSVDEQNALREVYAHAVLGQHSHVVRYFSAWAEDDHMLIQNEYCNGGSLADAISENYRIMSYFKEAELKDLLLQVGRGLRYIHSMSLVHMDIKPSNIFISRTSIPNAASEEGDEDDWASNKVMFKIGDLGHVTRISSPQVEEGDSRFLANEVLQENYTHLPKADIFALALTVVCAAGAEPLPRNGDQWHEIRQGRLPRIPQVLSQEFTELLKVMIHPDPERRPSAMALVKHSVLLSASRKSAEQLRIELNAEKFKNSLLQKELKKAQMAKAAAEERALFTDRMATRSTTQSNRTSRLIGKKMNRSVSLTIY
Hck-Nef inh = inhibitors of Nef-activated human Hck kinase, primary screen, biochemical, Z-Lyte FRET, 384-well, Hck-YEEI; Tyrosine-protein kinase HCK (Homo sapiens), P08631; Recombinant Hck-YEEI plus Nef, Z-Lyte FRET kinase assay; inhibition, % at 20 µM; 220,000 tested, 0.68% active; AID 463187, 2010;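 active means Hck-Nef kinase inhibition above about 50%, limit read from the data; inactive means inhibition below that limit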;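 further: 0% = DMSO with Hck plus Nef and 100% = Hck alone without Nef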
* hit, by the source's call; . = not tested or not shown; [ ] = another dose, or the depositor's remark. Outcome played no part in choosing rows; 4.2% or so of the library scored in one or more.

molecule	hK5 inh	Runt-SMMHC FRET	FXIa inh 1536	Runt-CBFb FRET	14-3-3 Bad inh	FXIIa inh	Thrombin inh	Wee1 degr inh	Hck-Nef inh
O=C(NCCN1CCN(c2ccccc2)CC1)c1ccc(NC(=O)C2CCCO2)cc1 (centres undefined)	-20	-5	-1	2	-10	10	-1	2	1
O=C(O)CCC(=O)Nc1ccc(Cc2ccc(NC(=O)CCC(=O)O)c(O)c2)cc1O	-23	-4	-4	7	8[fluorescence artefact?]	15	4	-1	-2
O=C(CN1C(=O)COc2ccccc21)NCCCN1CCc2ccccc2C1	-7	0	2	-1	-8	-3	-15	1	0
COc1coc(C(O)CN)cc1=O (centres undefined)	-4	-3	3	-2	-8[fluorescence artefact?]	6	0	1	4
COc1ccccc1-c1nc(C#N)c(NCCCn2ccnc2)o1	-2	-3	-4	-3	-4	-3	-6	-3	10
CCCn1c(SCC(=O)C(C)(C)C)nc2ccccc21	3	5	-4	5	11	12	-1	4	16
Cc1nnc2n(-c3ccccc3)c(=O)c3c4c(sc3n12)COC(C(C)C)C4 (centres undefined)	-9	0	0	-1	5[fluorescence artefact?]	5	-3	3	-12
CC1CCCN(c2cc(N(C)CCO)c([N+](=O)[O-])c3nonc23)C1 (centres undefined)	4	-16	-4	-12	1	9	4	2	-2
Cc1ccc(OCC(=O)c2cc(C)n(CC(F)(F)F)c2C)c([N+](=O)[O-])n1	2	9	-1	17	-12	6	-2	-2	22
CCc1cccc2c(C(=O)Cn3nnc(-c4ccc(OC)c(OC)c4)n3)c[nH]c12	-7	-6	-11	2	19[fluorescence artefact?]	6	-1	2	4
Cn1c(=O)c2c(ncn2Cc2cc(-c3ccccc3)no2)n(C)c1=O	-3	-1	-4	0	-3[fluorescence artefact?]	7	-1	-3	8
COC(=O)c1cc2c(s1)CS(=O)C2 (centres undefined)	-3	-5	2	.	22	11	0	-1	0
O=C(NCCC1=CCCCC1)C1CC(=O)N(C2CCCCC2)C1 (centres undefined)	0	2	-1	0	0	-2	-1	4	0
CCOC(=O)Cn1nc(C)c(NC(=O)c2ccc([N+](=O)[O-])c(C)c2)c1C	-3	-4	15	0	-6	16	2	-3	16
COc1ccc(CCNC(=O)C2CCCN(C(=O)N(C)C)C2)c(OC)c1 (centres undefined)	11	0	-1	0	1	0	1	-4	-3
CCN(CC)C(=O)CSc1nnc(-n2nc(C)cc2C)c2ccccc12	-17	-3	11	-3	2	25	-3	-4	0
Cc1cc(S(=O)(=O)Nc2nc(CN3CCOCC3)nc3sc4c(c23)CCCC4)ccc1F	-16	-4	-10	-3	0	8	-2	-3	3
COc1ccc(NC(=O)CCS(=O)(=O)c2ccc3c(c2)CCCN3C(C)=O)cc1Cl	-2	0	-11	1	9[fluorescence artefact?]	-24	8	-3	-1
Cc1ccc(CN2CC(C(=O)Nc3ccc4c(C)cc(=O)oc4c3)CC2=O)cc1 (centres undefined)	-9	-2	-2	-2	-6[fluorescence artefact?]	8	0	2	4
CC(=O)NCc1cc(-c2nn(C)c(=O)c3ccccc23)ccc1C	-14	0	4	1	10[fluorescence artefact?]	8	5	-1	-1
O=C(O)C1CCCN1c1nc(C(F)(F)F)nc2ccccc12 (centres undefined)	.	-2	3	0	-5	12	0	-2	0
CNC(=S)N/N=C/c1ccc(-c2cccc(C(=O)O)c2)o1	-2	3	-5	7	0	3	-10	-2	17
Cc1ccc(-n2nnnc2SCC(=O)Nc2ccccc2-c2ccccc2)cc1C	-1	-3	7	-2	-8[fluorescence artefact?]	14	-2	-2	1
c1cn2c(Nc3ccc4c(c3)OCCO4)c(-c3ccc(N4CCOCC4)cc3)nc2cn1	0	0	0	4	3	9	-3	0	6
Cc1ccc(N(Cc2ccc(C(=O)Nc3ccccc3C(=O)NCc3ccco3)cc2)S(C)(=O)=O)cc1C	-22	0	-4	2	-12	14	1	1	0
Cc1nnc(SCc2cc(=O)[nH]c(/N=C(\N)Nc3ccccc3)n2)s1	3	-6	4	0	4	2	-1	0	6
COc1cccc(/C=N/NC(=O)CCc2ccccc2)c1	-2	-2	-9	-2	5	-13	-4	2	0
O=C(CSc1nc2[nH]ncc2c(=O)n1-c1ccccc1)NCc1cccs1	1	-8	0	-1	-7	11	8	1	21
O=C(Nc1ccc(F)cc1)NC1CCN(Cc2c(F)cccc2Cl)CC1	-2	1	-1	-1	-1	4	3	-1	1
Cc1cc(NC(=O)C2C3C(=O)N(c4cccnc4)C(C(=O)NC(C)(C)C)C34C=CC2(C)O4)no1 (centres undefined)	-1	-3	-3	-2	-3	3	-15	-3	16
Cc1cc(C)c(C#N)c(SCSCc2ccccc2)n1	-22	-7	-9	1	5	3	-10	5	6
O=C(O)c1ccccc1Sc1ncnc2sc3c(c12)CCC3	3	6	0	-28	2	9	0	1	0
CN1C(=O)c2cccc(NCCCN3C(=O)c4ccccc4C3=O)c2C1=O	3	23	1	-104	-16[fluorescence artefact?]	0	0	1	0
COC(=O)c1ccc(-n2nnnc2SCc2ccccc2OC)cc1	-3	-1	4	1	22	11	-5	0	1
Cc1ccc2cc3cc(C(=O)N4CCCCC4C)oc3nc2c1 (centres undefined)	6	-2	8	-4	4	11	-1	4	3
Cc1ccccc1Nc1nc(N)nc(COC(=O)c2ccc(S(=O)(=O)N(C)C)cc2)n1	-8	3	3	-1	2	12	-1	4	0
CC(C)n1c(=O)[nH]c2cc(C(=O)Nc3ccccc3)ccc21	0	.	-6	.	0	6	-10	-1	24
Oc1ccc(-c2n[nH]c(=S)n2Cc2ccco2)cc1	-7	10	0	0	-18	10	0	2	-1
O=c1oc2ccccc2c(NCc2cccc(F)c2)c1[N+](=O)[O-]	-3	2	21	-5	4	27	1	1	-1
Cc1noc(C)c1S(=O)(=O)N(CC(=O)Nc1ccc2c(c1)OCCO2)c1ccc(C(C)C)cc1	-8	2	-7	-1	-1	-3	-7	1	-1
CCCC(=O)Nc1ccc(C(=O)NNC(=O)c2cccs2)cc1	16	-4	7	0	-5	5	-2	2	1
Cc1cc(C)n(C(=O)c2ccc(C)c(S(=O)(=O)N3CCOCC3)c2)n1	-1	1	13	0	14	23	2	1	4
O=C(Nc1ccccc1C(=O)N1CCOCC1)c1cccnc1	-10	-3	3	1	-10	7	-2	-1	5
Cc1nc(C)c(C(=O)Nc2ccccc2)s1	-4	0	-15	-1	-8	-15	-7	-2	-2
CCOC(=O)c1c(C)[nH]c(C(=O)COC(=O)c2ccc(O)cc2)c1C	-5	-12	-4	2	82*	0	-12	-3	11
CCC(CO)NCc1ccc(OCC(=O)Nc2cccc(C(F)(F)F)c2)c(OC)c1 (centres undefined)	-12	2	4	-1	2	3	-2	0	-2
COc1cccc(C(=O)CN2CCN(S(=O)(=O)c3cccc([N+](=O)[O-])c3)CC2)c1	-3	-2	4	-1	-4	10	0	1	3
COC(=O)C1NN=C(C(=O)c2ccccc2)C1c1ccccc1 (centres undefined)	-16	-2	-1	-1	-7[fluorescence artefact?]	4	-5	-3	2
O=C(CCSc1nccn1Cc1ccccc1)N1CCOCC1	-8	2	-6	1	-4[fluorescence artefact?]	0	-6	-3	1
Cc1cc2cccc(C)c2nc1SCC(=O)N(C)c1nc(-c2ccccc2)cs1	15	2	0	1	1	18	1	2	-4
CCN(CCn1cccn1)C(=O)CCc1nnc(-c2ccc3c(c2)OCO3)o1	.	4	-2	0	-1	4	-2	5	5
CCOC(=O)N1CCN(C(=O)c2ccc3c(=O)n(Cc4ccc(OC)cc4)c(=S)[nH]c3c2)CC1	48*	1	14	-7	-8	18	15	1	0
Cc1ccccc1NC(=O)N(CCc1nc2ccccc2[nH]1)Cc1ccccc1	20	3	6	-2	1	13	-1	2	5
CN(Cc1nc2ccc(Cl)cc2[nH]1)Cc1nc(-c2cnccn2)no1	.	-1	1	-1	-9	9	0	-2	-6
COc1ccc(C2C3C(=O)N(Cc4ccccc4)C(=O)C3ON2c2ccccc2)c(OC)c1OC (centres undefined)	52*	-1	7	0	-4	13	19	4	2
Cc1ccc(/C(N)=N/OC(=O)COc2ccc(Cl)c(C)c2)cc1	-9	1	-2	-1	8[fluorescence artefact?]	5	-1	-2	5

Later entries:
molecule	hK5 inh	Runt-SMMHC FRET	FXIa inh 1536	Runt-CBFb FRET	14-3-3 Bad inh	FXIIa inh	Thrombin inh	Wee1 degr inh	Hck-Nef inh
Cn1c(=O)c2cc(S(=O)(=O)NCCC(=O)NCC3CCCO3)ccc2n(C)c1=O (centres undefined)	1	-2	-8	2	0	8	-4	3	1
C=CCc1cccc2cc(C(=O)NCCOC)c(=O)oc12	0	2	-1	-1	-2	9	0	-2	18
CC(C)CN1CCN(Cc2cc(F)ccc2-n2cccn2)CC1CCO (centres undefined)	.	-3	2	1	-8	6	-2	-2	-3
CN(C)CCCN(C(=O)CCc1ccccc1)c1nc2c(F)cccc2s1	-7	6	3	-2	19	9	0	-1	1
CCN1C(=O)C(CC(=O)Nc2ccc(F)cc2)N(Cc2cccs2)C1=S (centres undefined)	7	1	3	3	12	9	1	-1	-13
Cc1ccc(-c2noc(CCC(=O)NCCN3CCc4ccccc4C3)n2)cc1	10	5	2	-2	-1	6	-4	0	-17
Cc1cc(C)nc(N/N=C/c2cccc3ccccc23)n1	-6	1	0	1	5[fluorescence artefact?]	11	-8	5	6
COC(=O)C1=C(C(=O)OC)[C@@H]2N(C)c3ccccc3[C@@]23C[C@@H](C(=O)OC)N(C(=O)C2CCC2)C3=N1	-2	-2	-3	0	-1	3	-3	.	22
CCN1CCN(C(c2cccs2)C(C)NC(=O)c2c(F)cccc2F)CC1 (centres undefined)	5	0	9	-1	-4	5	4	1	0
CC(C)Cn1c(N)c(C(=O)COC(=O)c2ccc(O)cc2)c(=O)n(C)c1=O	1	-1	1	-1	-16	11	0	-4	1
COc1ccc2oc(=O)c(C(=O)NCc3cccnc3)cc2c1	-15	54	7	-4	12	12	-1	-2	5
